Screening results as filed in PubChem.
ABHD5 PLIN5 PPI: inhibitors of human ABHD5-perilipin-5 interaction. actives 0.78% (n = 360,000). Split G. princeps luciferase complementation, luminescence, 4 h. Q00G26+Q8WTS1. inhibition, % at 4 µM;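 active = inhibition above the mean inhibition across every tested compound plus 3 SD, cut at about 22% in these data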;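 also: 0% = DMSO only wells and the 100% control is not disclosed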
H9c2 protect: myocardial damage modulation in H9c2 cells | H9c2 cardiomyocytes, H2O2 injury protection, ATPLite, 2 h | AID 588492 | protection from H2O2 cell death, % at 20 µM | actives 0.63% (n = 360,000);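 active = compounds giving at least 50% protection of heart cells from peroxide-induced death in the single-dose screen, raw or plate-pattern-corrected value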;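 also: 0% = DMSO wells with peroxide and 100% = DMSO wells without peroxide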
MC4R ag barr: agonists of human melanocortin 4 receptor (MC4R) beta-arrestin; P32245; U2OS MC4R beta-arrestin complementation, luminescence; percent of melanotan II response, DMSO zero; activation, % at 8.9 µM; actives 0.98% (n = 360,000); AID 540308;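 active = activation above a per-plate cutoff, the mean activation of sample wells on that plate plus 3 SD, cut at about 8% in these data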
Target sequence (P32245 whole entry, looked up): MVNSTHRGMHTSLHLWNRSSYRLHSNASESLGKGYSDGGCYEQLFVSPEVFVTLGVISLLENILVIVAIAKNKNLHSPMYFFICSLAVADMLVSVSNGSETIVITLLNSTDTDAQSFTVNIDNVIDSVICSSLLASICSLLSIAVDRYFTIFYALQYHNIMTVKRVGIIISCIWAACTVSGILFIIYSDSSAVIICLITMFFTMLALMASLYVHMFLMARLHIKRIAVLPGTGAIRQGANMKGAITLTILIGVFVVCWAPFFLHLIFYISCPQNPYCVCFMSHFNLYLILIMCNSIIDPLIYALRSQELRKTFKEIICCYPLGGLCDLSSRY
ABCB6 inh 2: inhibitors of human ABC transporter ABCB6; Q9NP58; K562-ABCB6 porphyrin accumulation, flow cytometry, 1 h; hits give low values; fluorescence ratio to DMSO, % at 10 µM; actives 0.19% (n = 360,000); AID 602162;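 active = fluorescence ratio to DMSO below 75%, the collection mean minus 3 SD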;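 also: signal is porphyrin accumulated inside mitochondria; 100% equals median channel fluorescence of DMSO control wells; lower ratio means ABCB6 inhibition with less porphyrin fluorescence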
aDG glyco up: alpha-DG glycosylation activation. Pro5-aDG cells, alpha-DG glycosylation AlphaScreen (IIH6); 0% Pro5, 100% B10-LARGE cell signal. actives 0.22% (n = 360,000). AID 624168. activation, % at 10 µM;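 active = activation of at least 8% versus controls, or a plate z-score of at least 8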;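 also: Pro5 are CHO cells carrying HIG-tagged alpha-DG that lacks glycosylation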
iPSC survival up: enhancers of human iPSC single-cell survival | hiPSC single-cell survival, ATPlite luminescence; 100% = ROCK inhibitor wells, 0% = DMSO | survival enhancement, % at 20 µM | actives 0.044% (n = 360,000); in the data active = survival enhancement above about 18%;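 also: cells exposed to compounds for 16 hours before the ATP read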
m5-HT2A agonist: activates the mouse 5-HT2A serotonin receptor; P35363; CHO-K1 mHTR2A beta-arrestin complementation, luminescence; percent of 30 µM serotonin response; activation, % at 7.6 µM; actives 0.66% (n = 360,000); AID 624169;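 active = activation above a run cutoff, the mean activation of all tested compounds plus 3 SD, cut at about 14% in these data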;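 also: 0% = plate median of compound wells and 100% = 30 µM serotonin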
Target sequence (P35363 whole entry, looked up): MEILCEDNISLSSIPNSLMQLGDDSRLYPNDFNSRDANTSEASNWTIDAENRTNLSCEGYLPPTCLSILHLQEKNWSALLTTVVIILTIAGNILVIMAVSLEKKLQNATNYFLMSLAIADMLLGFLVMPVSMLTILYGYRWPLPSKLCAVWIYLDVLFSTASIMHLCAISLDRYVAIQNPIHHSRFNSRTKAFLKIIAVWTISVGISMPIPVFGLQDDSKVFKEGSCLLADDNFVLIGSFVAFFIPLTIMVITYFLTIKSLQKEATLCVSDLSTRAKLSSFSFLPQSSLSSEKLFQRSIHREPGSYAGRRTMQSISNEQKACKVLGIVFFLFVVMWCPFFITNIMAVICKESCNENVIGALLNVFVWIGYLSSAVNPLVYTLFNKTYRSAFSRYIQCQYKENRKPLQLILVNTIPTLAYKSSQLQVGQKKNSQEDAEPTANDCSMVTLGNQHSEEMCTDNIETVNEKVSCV
Exocytosis inh: lytic granule exocytosis inhibition. TALL-104 LAMP-1 surface exposure, flow cytometry; cells stimulated with thapsigargin and PMA. inhibition, % at 10 µM. actives 0.66% (n = 360,000). AID 651702;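 active = inhibition above about 55%, limit read from the data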
MC4R antagonist: human MC4R antagonism in cAMP assay; inhibition, % at 6.5 µM; P32245; MC4R-expressing cells, MTII-stimulated cAMP, LANCE TR-FRET; actives 0.48% (n = 360,000);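 active = inhibition above its plate's cutoff, the mean of tested wells on that plate plus 3 SD, cut at about 29% in these data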;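 also: 0% = Melanotan II alone and 100% = Melanotan II plus saturating MCL0020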
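system = U2OS cells with stable human MC4R expression | also added = Melanotan II challenge after compound preincubation | dosing = one concentration, 6.5 µM nominal | incubation = compound 30 min, challenge 1 h, detection 1 h | measured by = TR-FRET with Eu-cAMP and labeled anti-cAMP, 671 nm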
N-glyco inh: N-linked glycosylation inhibition | reporter increase, % at 12.5 µM | D54 ERlucT glycosylation luciferase reporter, 24 h; percent of 100 nM tunicamycin response | actives 0.23% (n = 360,000);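 active = mean luciferase reporter signal, scaled so untreated is 0 and the glycosylation-blocking control 100, at or above a set limit in every replicate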;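 also: luciferase carries N-glycosylation sites so blocking glycosylation raises the light; 0% = median of neutral control wells and 100% = median of 100 nM tunicamycin wells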
* = called active by the depositor; . = no result given.

SMILES	ABHD5 PLIN5 PPI	H9c2 protect	MC4R ag barr	ABCB6 inh 2	aDG glyco up	iPSC survival up	m5-HT2A agonist	Exocytosis inh	MC4R antagonist	N-glyco inh
COc1ccc(C(=O)Cn2c(NCCCO)nc3ccccc32)cc1	0	0	0.7	97	0.0	-1.5	2	-6	1	3
NC(=O)CC(NC(=O)Cc1ccc(Cl)cc1)c1ccc(NC2CCCCCCC2)c([N+](=O)[O-])c1 (stereo not drawn)	-15	-1	-0.2	97	-0.3	-0.5	2	0	7	2
COc1ccc(C(=O)NCC(=O)N/N=C(\C)Cc2ccccc2)cc1	-1	-6	-1.6	110	-0.3	0.2	2	-5	11	0
CC(=O)C[C@H]1c2ccccc2S(=O)(=O)N1C1CCCC1	-2	16	0.0	98	-0.1	-0.9	-3	1	6	3
CCCCc1ccc(NC(=O)Nc2cccnc2)cc1	-6	-19	0.2	108	0.0	-0.5	-13	0	-8	-1
O=C(Cn1cnc2c(nnn2-c2ccccc2)c1=O)NCc1ccco1	10	3	0.2	101	-0.1	0.7	7	4	12	0
O=C1CCCc2ccccc2N1Cc1ccccc1	7	6	-2.5	103	-0.2	-1.5	-2	1	0	3
Nc1nc2ncccn2c1-c1ccc(F)cc1	-5	.	.	.	-0.2	.	8	0	.	.
CN(CC(=O)O/N=C(\N)c1ccc([N+](=O)[O-])cc1)S(=O)(=O)c1ccccc1	-2	-3	4.6	97	-0.3	1.0	-8	-5	18	7
O=C(C1CCN(S(=O)(=O)N2CCCCC2)CC1)N1CCCCC1	0	7	1.9	97	-0.3	2.5	7	0	24	4
Cc1ccccc1/C=C/c1nc2ccccc2c(=O)n1Cc1ccccc1	0	0	-0.7	99	-0.1	-1.8	3	4	0	-1
O=[N+]([O-])c1ccc(Cc2ccc([N+](=O)[O-])cc2)cc1	4	0	1.9	95	0.5	1.2	-3	9	-2	-1
COc1ccc(C(=S)N2CCN(c3ccccc3Cl)CC2)cc1OC	1	5	1.9	126	0.0	-0.5	-7	-6	-4	-2
Cc1ccc(CN(C)C(=O)c2ccc(NS(=O)(=O)c3ccc4[nH]c(=O)[nH]c4c3)cc2)cc1	-1	1	-1.1	102	-0.2	0.9	2	1	-1	-2
COc1ccc(OC)c(NC(=O)C(=O)N/N=C/c2ccccc2[N+](=O)[O-])c1	2	38	1.9	103	-0.3	3.2	-2	-2	5	-1
C[C@]12CCC[C@H](O1)[C@H]([C@@H](O)c1ccccc1)O2	1	-4	-0.1	95	0.3	-0.9	-1	-2	-4	0
Cc1ccc(CN2CCC(=O)N2)cc1	-1	2	-2.6	95	0.0	-0.2	2	8	10	2
COc1ccc(Nc2ncnc3c2cnn3Cc2ccc(C)cc2)cc1	-9	-20	-2.6	90	1.2	-1.3	-5	-2	-6	-1
COc1cc(NC(=O)C(=O)Nc2ccc3nc4n(c(=O)c3c2)CCCCC4)cc(OC)c1OC	4	-3	-0.3	97	-0.1	-0.4	-2	5	0	-5
Cc1cc(NC2CCCCC2)nc(N2CCOCC2)n1	3	-2	3.4	102	0.3	-1.2	1	2	11	2
CCn1c2ccccc2c2cc(NC(=O)Cc3ccc(S(=O)(=O)N4CCOCC4)s3)ccc21	5	9	-1.3	103	1.4	-0.6	-6	3	6	-4
O=S1(=O)N=C(Nc2ccc(S(=O)(=O)N3CCCCC3)cc2)c2ccccc21	2	3	-0.9	94	0.0	-0.3	-7	-2	5	-7
Cc1nc2ccccc2c(=O)n1NC(=O)c1cccc([N+](=O)[O-])c1	0	-1	-0.1	91	-0.5	1.2	1	1	9	2
CCOC(=O)c1ccccc1NC(=O)C1CC(=O)N(C(C)(C)C)C1 (stereo not drawn)	0	0	-1.5	94	0.0	-0.2	-1	-5	4	-1
C=CCn1c(=O)c2c(nc3n2CC(C)CN3c2cccc(OC)c2)n(C)c1=O (stereo not drawn)	1	26	-2.5	97	0.0	1.5	-2	-4	2	4
CCOC(=O)C(C)Sc1ccc2nnc(CCNS(=O)(=O)c3ccccc3)n2n1 (stereo not drawn)	1	10	0.9	104	0.2	5.6	2	1	12	0
O=C(O)C(c1ccccc1)N1CCCC1 (stereo not drawn)	1	9	-1.9	97	0.1	7.7	-4	0	11	4
Cc1cccc(NC(=O)CSc2nccn2Cc2ccco2)c1	18	0	2.8	102	0.4	0.1	4	-2	8	0
CCOc1cccc2c1OC1(C)CC2NC(=O)N1Cc1ccccc1 (stereo not drawn)	-6	0	2.1	89	-0.1	1.0	5	-5	0	-1
O=C(O)c1ccc(NC(=O)c2cn(-c3ccccc3)nc2-c2ccc(Cl)cc2)cc1	-5	-8	-2.8	97	-0.5	-0.5	9	0	17	-1
CC(=O)c1cc(CN2CCC(N3CCC(C(=O)N4CCCC4)CC3)CC2)cs1	-3	2	-0.3	97	-0.2	1.5	5	-2	3	2
COc1cc(/C=C(/C#N)C(=O)Nc2cc(C(F)(F)F)ccc2Cl)ccc1OCC(=O)Nc1cccc(C(F)(F)F)c1	-1	1	-1.6	94	0.0	-0.4	3	-4	-3	2
COc1ccc(NC(=O)Cn2nc(C(F)(F)F)c3c2CCCC3)c(OC)c1	-6	3	1.1	100	0.5	1.4	6	-2	-1	-1
CSc1ccccc1NC(=O)Nc1cccc(Cl)c1Cl	-6	-3	16*	95	0.1	-0.7	-3	-4	-1	-2
c1ccc(-n2cnc3ccccc32)cc1	1	0	-4.6	91	-0.3	3.0	-2	-1	0	-7
COc1cccc(C(=O)NCCC2=CCCCC2)c1	-5	-25	-1.6	97	0.1	-0.4	-2	-2	-1	-12

Single records, from the list above:
Listed for CSc1ccccc1NC(=O)Nc1cccc(Cl)c1Cl : ABHD5 PLIN5 PPI = -6; H9c2 protect = -3; MC4R ag barr = 16*; ABCB6 inh 2 = 95; aDG glyco up = 0.1; iPSC survival up = -0.7; m5-HT2A agonist = -3; Exocytosis inh = -4; MC4R antagonist = -1; N-glyco inh = -2
Listed for C=CCn1c(=O)c2c(nc3n2CC(C)CN3c2cccc(OC)c2)n(C)c1=O (stereo not drawn) : ABHD5 PLIN5 PPI = 1; H9c2 protect = 26; MC4R ag barr = -2.5; ABCB6 inh 2 = 97; aDG glyco up = 0.0; iPSC survival up = 1.5; m5-HT2A agonist = -2; Exocytosis inh = -4; MC4R antagonist = 2; N-glyco inh = 4

Further structures:
SMILES	ABHD5 PLIN5 PPI	H9c2 protect	MC4R ag barr	ABCB6 inh 2	aDG glyco up	iPSC survival up	m5-HT2A agonist	Exocytosis inh	MC4R antagonist	N-glyco inh
CC(=O)Nc1cccc(NC(=O)CSc2nnc(Cc3cccn3C)n2-c2ccc(F)cc2)c1	0	2	0.5	91	-0.1	-0.8	-3	1	5	0
CC1=CN2C(=NC(=O)CC2(C)C(=O)N(CC(=O)NC2CCCC2)c2ccccc2C)C=C1 (stereo not drawn)	-8	-1	-1.0	96	-0.1	-1.6	-1	-2	4	3
CCn1c(SCC(=O)Nc2ccc(OC)c(OC)c2)nc2c(c1=O)SCC2	0	4	-3.2	94	-0.1	-0.5	17*	-5	4	2
CCCn1ncc(CN2CCC(C(=O)Nc3cccc(-c4cccc(F)c4)c3)CC2)c1C	9	-7	2.2	105	3.1	-0.2	-10	22	-9	-3
Cc1cccc(N2CCN(C(=O)CCCn3c(=S)[nH]c4cc5c(cc4c3=O)OCO5)CC2)c1C	2	-3	1.3	97	1.2	-0.7	5	1	-2	-5
Fc1ccccc1CSc1ncnc2c1ncn2C1CCCCO1 (stereo not drawn)	1	9	-2.7	96	0.1	0.3	4	-1	-2	-10
CCOc1ccc(N(CC(N)=O)S(=O)(=O)c2ccc(F)cc2)cc1	0	-10	-1.5	95	-0.1	0.7	-2	1	9	1
COC(C[C@H](O)C[C@H](O)[C@H](C)OCc1ccccc1)OC	8	10	0.7	99	-0.2	-1.5	5	-3	0	2
O=c1[nH]c2cc(O)ccc2c2ccccc12	-3	57*	-3.3	102	-0.3	0.9	-4	-10	9	7
COc1ccccc1NC(=O)Cc1noc(CSc2cccc[n+]2[O-])n1	2	12	-0.1	97	0.3	10	3	3	12	-1

Exported comma-delimited: part of the list above.
Compound,ABHD5 PLIN5 PPI,H9c2 protect,MC4R ag barr,ABCB6 inh 2,aDG glyco up,iPSC survival up,m5-HT2A agonist,Exocytosis inh,MC4R antagonist,N-glyco inh
O=c1[nH]c2cc(O)ccc2c2ccccc12,-3,57*,-3.3,102,-0.3,0.9,-4,-10,9,7
CCCn1ncc(CN2CCC(C(=O)Nc3cccc(-c4cccc(F)c4)c3)CC2)c1C,9,-7,2.2,105,3.1,-0.2,-10,22,-9,-3
CCOc1ccc(N(CC(N)=O)S(=O)(=O)c2ccc(F)cc2)cc1,0,-10,-1.5,95,-0.1,0.7,-2,1,9,1
COC(C[C@H](O)C[C@H](O)[C@H](C)OCc1ccccc1)OC,8,10,0.7,99,-0.2,-1.5,5,-3,0,2

Reprinted at random: three compounds from above, in no set order.
SMILES	ABHD5 PLIN5 PPI	H9c2 protect	MC4R ag barr	ABCB6 inh 2	aDG glyco up	iPSC survival up	m5-HT2A agonist	Exocytosis inh	MC4R antagonist	N-glyco inh
CC1=CN2C(=NC(=O)CC2(C)C(=O)N(CC(=O)NC2CCCC2)c2ccccc2C)C=C1 (stereo not drawn)	-8	-1	-1.0	96	-0.1	-1.6	-1	-2	4	3
Fc1ccccc1CSc1ncnc2c1ncn2C1CCCCO1 (stereo not drawn)	1	9	-2.7	96	0.1	0.3	4	-1	-2	-10
COC(C[C@H](O)C[C@H](O)[C@H](C)OCc1ccccc1)OC	8	10	0.7	99	-0.2	-1.5	5	-3	0	2
